Source: PubChem BioAssay (National Center for Advancing Translational Sciences (NCATS))
LDHA inh: qHTS assay for inhibitors of human lactate dehydrogenase | purified LDHA, NADH/diaphorase-resazurin fluorescence; hits give low values | activity change, % (values are at about 110 or 230 µM) | actives 0.15% (n = 480,000); in the data active = activity change below about -30%; inconclusive = mostly about -25% to -30%;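 note: plate controls were DMSO wells for no effect and wells without enzyme for full effect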
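Human LDH5 at 2 nM final in Tris HCl pH 7.4 with 0.06 mM NADH and 0.2 mM pyruvate, reacted 5 minutes at room temperature. Remaining NADH coupled via diaphorase/resazurin; resorufin fluorescence read at 0 and 20 minutes, normalized to enzyme-free and DMSO wells.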
Pol beta inh: qHTS Assay for Inhibitors of DNA Polymerase Beta | P06746 | AID 485314, 2010 | Pol beta primer extension/strand displacement, fluorescence kinetic | Potency, µM (titrated, usually from 114 µM), for inactives: at the highest dose activity change, negative = inhibition, most hits filed as inhibitors | actives 1.3% (n = 340,000); note: potency is the fitted concentration of half-maximal effect; % is set by controls: 0 for no effect and ±100 for the full control effect
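Human Pol beta at 10 nM; strand-displacement substrate 50 nM final. Compound exposure 15 min at room temperature before start, reaction 10 min at room temperature.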
Pol eta inh: qHTS for Inhibitors of Polymerase Eta; DNA polymerase eta (Homo sapiens), Q9Y253; recombinant Pol eta, fluorescent DNA replication assay; Potency, µM (doses to about 114 µM), for inactives: at the highest dose activity change, negative = inhibition, most hits filed as inhibitors; actives 1.2% (n = 390,000); AID 588591, 2011; note: potency is the fitted concentration of half-maximal effect; % is set by controls: 0 for no effect and ±100 for the full control effect
Target sequence (Q9Y253 whole entry, looked up): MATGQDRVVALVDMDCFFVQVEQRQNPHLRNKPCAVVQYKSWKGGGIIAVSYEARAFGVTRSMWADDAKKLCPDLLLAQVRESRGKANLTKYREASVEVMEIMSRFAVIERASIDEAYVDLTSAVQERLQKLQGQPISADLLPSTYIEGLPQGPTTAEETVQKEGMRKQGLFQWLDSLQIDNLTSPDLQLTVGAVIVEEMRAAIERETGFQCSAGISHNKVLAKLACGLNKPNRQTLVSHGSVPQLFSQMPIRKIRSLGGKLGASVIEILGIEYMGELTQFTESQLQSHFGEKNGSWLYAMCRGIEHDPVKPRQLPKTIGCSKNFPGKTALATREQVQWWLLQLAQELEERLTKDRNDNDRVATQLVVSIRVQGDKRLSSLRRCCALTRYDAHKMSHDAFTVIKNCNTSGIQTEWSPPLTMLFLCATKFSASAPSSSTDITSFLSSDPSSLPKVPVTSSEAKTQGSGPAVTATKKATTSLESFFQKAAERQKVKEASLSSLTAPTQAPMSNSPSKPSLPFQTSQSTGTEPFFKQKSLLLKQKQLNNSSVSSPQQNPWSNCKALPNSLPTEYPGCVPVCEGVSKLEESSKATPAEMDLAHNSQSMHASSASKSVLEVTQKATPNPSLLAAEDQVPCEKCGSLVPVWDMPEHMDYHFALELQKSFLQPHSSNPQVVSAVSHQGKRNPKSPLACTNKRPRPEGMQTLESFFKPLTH
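Pol eta at 10 nM preincubated with compounds 15 min at room temperature; reaction started with fluorescent substrate (50 nM final) and read kinetically at 0 and 10 min.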
GRP78 ERSR act: qHTS for Inducers of the Endoplasmic Reticulum Stress Response (ERSR) in Human Glioma: qHTS; U87-MG GRP78 promoter luciferase reporter, 16 h; Potency, µM, for the others: top-dose activation, actives largely listed as activators; actives 0.02% (n = 420,000); note: potency is the fitted concentration of half-maximal effect; series mostly up to about 76 µM; % of control where 0% means no effect; nearly all actives have a fitted effect of over 35% in size
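Stably transfected U87-MG human glioma cells carrying a GRP78-based luminescent sensor were seeded at 1000 cells/well, pin-dosed with compounds and incubated 16 h. Luciferase reagent was then added, and end-point luminescence was read after 10 min at room temperature.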
POLI inh: qHTS for Inhibitors of Polymerase Iota; DNA polymerase iota (Homo sapiens), Q9UNA4; Pol iota fluorescent replication assay, 10 min; Potency, µM (doses to about 115 µM), for inactives: at the highest dose activity, negative = inhibition, actives largely listed as inhibitors; actives 1% (n = 390,000); AID 588590, 2011; note: potency is the fitted concentration of half-maximal effect
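Pol iota at 10 nM preincubated 15 min with compounds at room temperature; reaction started with fluorescent substrate, 50 nM final. Fluorescence read kinetically at 0 and 10 min; buffer-only wells as negative control.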
Apoferritin bind: qHTS Assay for Identification of Novel General Anesthetics; apoferritin/1-aminoanthracene competitive binding, fluorescence; Potency, µM (series often up to 77.5 µM), without a hit: at the top dose activity change, negative = displacement, usual class: inhibitors; actives 0.074% (n = 350,000); note: potency is the fitted concentration of half-maximal effect; % is set by controls: 0 for no effect and ±100 for the full control effect; nearly all actives have a fitted effect of over 20% in size
Target sequence (P02791 2-175 limits assumed): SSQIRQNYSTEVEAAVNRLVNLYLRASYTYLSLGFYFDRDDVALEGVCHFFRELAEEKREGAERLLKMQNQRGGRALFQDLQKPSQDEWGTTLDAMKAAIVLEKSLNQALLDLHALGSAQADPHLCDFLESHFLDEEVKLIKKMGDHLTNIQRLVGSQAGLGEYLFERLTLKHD
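Apoferritin-based anesthetic binding model; compound displacement of fluorescent 1-AMA measured as endpoint fluorescence after 10 minutes at room temperature, scaled to free-ligand and complex controls.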
APEX1 inh: qHTS Assay for Inhibitors of the Human Apurinic/apyrimidinic Endonuclease 1 (APE1); DNA repair nuclease/redox regulator APEX1 (Homo sapiens), P27695; recombinant APE1, TAMRA/BHQ-2 abasic DNA cleavage fluorescence; Potency, µM (highest dose often 65.8 µM), without a hit: top-dose activity change, negative = inhibition, most hits filed as inhibitors; actives 0.35% (n = 350,000);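 note: potency is the fitted concentration of half-maximal effect; plate controls were vehicle for no effect and reference inhibitor for full effect; nearly all actives have a fitted effect of over 55% in size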
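Step 1: APE1 (0.75 nM) with compound, 15 min RT. Step 2: add 50 nM fluorophore/quencher THF duplex. Step 3: three fluorescence reads 60 s apart (525/598 nm); read 3 minus read 1 = reaction progress.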
BLM helicase inh: qHTS Assay for Inhibitors of Bloom's syndrome helicase (BLM). Potency, µM (doses to about 56.1 µM), for inactives: at the highest dose activity change, negative = inhibition, hits mostly inhibitors. recombinant BLM DNA unwinding, fluorescence dequenching. RecQ-like DNA helicase BLM (Homo sapiens), P54132. actives 0.2% (n = 350,000);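 note: potency is the fitted concentration of half-maximal effect; plate controls were vehicle for no effect and no enzyme for full effect; nearly all actives have a fitted effect of over 35% in size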
POLK inh: qHTS for Inhibitors of Polymerase Kappa | DNA polymerase kappa (Homo sapiens), Q9UBT6 | purified Pol kappa, fluorescent DNA synthesis assay, 10 min | Potency, µM (top dose mostly 107 µM), inactives show at the highest dose activity, negative = inhibition, usual class: inhibitors | actives 0.53% (n = 400,000) | AID 588579, 2011; note: potency is the fitted concentration of half-maximal effect; % is set by controls: 0 for no effect and ±100 for the full control effect
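Readout: fluorescence, taken kinetically at 0 and 10 min. Conditions: 10 nM Pol kappa, 15 min RT compound preincubation, 50 nM substrate final. Controls: enzyme-free buffer wells.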
An asterisk follows results filed as active; ? = inconclusive; / = no result given; & = joins results of further samples; [ ] = dose if it differs, or a comment. Unless noted, calls come from the whole dose curve; as a rule, active = well fitted curve in the direction sought with a large enough effect; inconclusive = small, poorly fitted or top-dose-only effect, or another doubt; inactive = no such curve, though single readings can be large; an effect the other way counts as inactive or inconclusive.

entry	Compound	LDHA inh	Apoferritin bind	GRP78 ERSR act	Pol beta inh	POLI inh	POLK inh	APEX1 inh	BLM helicase inh	Pol eta inh
1	O=S(=O)(Nc1cccc(-c2ccc(N3CCOCC3)nn2)c1)c1ccc(F)c(C(F)(F)F)c1	-1	?	2%	17%	0%	-10%[60.1 µM]	/	-11%	-14%
2	COc1ccc(NC(=O)CSc2nncs2)cc1S(=O)(=O)N1CCCCC1	-4	/	-3%	/	21%	-3%	30%	/	-7%
3	COc1ccc(S(=O)(=O)Nc2c(NC3CCCCC3)c3ccccc3oc2=O)cc1	-5&6	-13%	-3%	12%	14%	-3%	-7%	-4%	-3%
4	CCOC(=O)c1c(C=O)c(C)n(Cc2ccc(C)cc2)c1C	-2	?	-3%	-28%	-3%	-8%	1%	-3%	-17%
5	COC(=O)c1ccc(COC(=O)[C@@H]2CC(O)CN2S(=O)(=O)c2ccccc2[N+](=O)[O-])cc1 (stereo partly specified)	-3	/	0%	/	22%	-2%	-6%	/	1%
6	O=S(=O)(Nc1ncccc1O)c1ccc(Cl)cc1	5	-5%	-2%	-1%	7%	-14%	0%	1%	-19%
7	CC(OC(=O)CCCN=C1NS(=O)(=O)c2ccccc21)C(=O)N(C)c1ccccc1 (stereo unspecified)	-8	/	-3%	/	-1%	-12%	-5%	/	1%
8	NCCSc1nc2ccccc2s1	-10	/	1%	/	18%	-17%	/	/	/
9	Cc1ccccc1OCCSc1nc2ccccc2n1CCC(=O)O	-10	4%	0%	2%	-11%	1%	-9%	-6%	3%
10	O=C(COC(=O)C1CCC1)NC(=O)c1ccccc1	-4	/	-3%	/	59%[activator]	-5%	6%	/	-16%
11	COC(=O)c1ccc(NC(=S)N2CCN(Cc3cccc(C)c3)CC2)cc1	-7	?	-4%	-36%	3%	-17%	-5%	-11%	-17%
12	Cc1ccc(-c2nnn(CC(=O)N(CCO)C(C(=O)NC3CCCC3)c3ccc(F)cc3)n2)o1 (stereo unspecified)	-3	-3%	-4%	7%	49%[activator]	3%	4%	-2%	-18%

Single records (already shown). Order of screens: LDHA inh | Apoferritin bind | GRP78 ERSR act | Pol beta inh | POLI inh | POLK inh | APEX1 inh | BLM helicase inh | Pol eta inh
Results for O=S(=O)(Nc1cccc(-c2ccc(N3CCOCC3)nn2)c1)c1ccc(F)c(C(F)(F)F)c1 = -1 | ? | 2% | 17% | 0% | -10%[60.1 µM] | / | -11% | -14%
Results for COc1ccc(NC(=O)CSc2nncs2)cc1S(=O)(=O)N1CCCCC1 = -4 | / | -3% | / | 21% | -3% | 30% | / | -7%

The list goes on:
entry	Compound	LDHA inh	Apoferritin bind	GRP78 ERSR act	Pol beta inh	POLI inh	POLK inh	APEX1 inh	BLM helicase inh	Pol eta inh
13	CC(C)OC(=O)Cn1c(-c2ccccc2)c(-c2ccccc2)nnc1=O	-1	-17%	-1%	0%	1%	-1%	7%	-1%	-19%
14	O=S(=O)(Nc1nccs1)c1cc(Cl)ccc1Cl	-6	-15%	-1%	-2%	?	0%	-3%	-5%	25µM*
15	Nc1nc2ccccc2n1CCOc1ccc(F)cc1	1	-1%	-7%	53%	35%[activator]	7%	-2%	4%	-21%
16	CC(NC(=O)CSc1ncccn1)c1ccc(Cl)cc1Cl (stereo unspecified)	0	-19%	-2%	0%	13%	5%	2%	0%	-10%
17	CC(=O)C1=C(C)NC(SCC(=O)c2cc(Cl)ccc2Cl)=C(C#N)C1c1ccco1 (stereo unspecified)	10	-5%	-1%	0%	?	-22%	-12%	-19%	-13%
18	O=C(N/N=C/c1cc2cc3c(cc2nc1Cl)OCCO3)c1ccccc1O	-3	-10%	3%	1%	-8%	3%	-8%	?	?
19	O=C(NNC(=O)C1CCN(Cc2ccccc2)CC1)c1cccc(Cl)c1	-5	5%	-5%	-16%	-5%	-15%	2%	3%	-17%
20	CC(=O)Nc1cc(NC(C)=O)cc(-c2nc3ccccc3[nH]2)c1	-9&2	-3%&-2%	1%&-10%	?	113%[activator]	?	2%	6%&-4%	19%&-16%
21	CCOC(=O)CSc1ncc(OC)c(Sc2ccc(OC)cc2)n1	-7	-17%	-3%	25%	24%	-8%	-6%	-3%	-27%
22	CN(C)S(=O)(=O)c1cccc(C(=O)Nc2ccccc2N2CCCCC2)c1	-1	-20%	-5%	4%	25%	-5%	1%	-6%	-25%
23	Cc1c(Cl)c([N+](=O)[O-])nn1CCCC(=O)NC(C)c1ccccc1 (stereo unspecified)	-4	-19%	-7%	-4%	7%	-15%	-1%	-2%	0%
24	CC(=O)N1CC(C)c2scc(C)[n+]2-c2ccccc21 (stereo unspecified)	-3	-11%	-2%	10%	114%[activator]	-15%	2%	-2%	-3%
25	Cc1ccccc1OCC(=O)NC(=S)Nc1cccc2cc(O)ccc12	-1	-16%	-3%	-17%	12%	-7%	21%	-15%	-6%
26	Cc1cc(=O)[nH]c(N/N=C/c2ccc(OC(=O)c3cccnc3)cc2)n1	-7	-8%	-9%	15%	14%	-12%	?	-1%	-4%
27	CCOC(=O)c1c(N)sc2c(NC(C)=O)cccc12	-4	-6%	2%	4%	3%	-17%	-7%	-1%	-7%
28	COC(=O)[C@@H]1C[C@H]2CC[C@H](O)C[C@H]2N1Cc1ccc(C)s1	6	0%&-3%	-2%	-11%	-17%	11%	-1%&2%	-2%&-1%	-3%
29	CN1C2CCC1/C(=C\c1ccccc1Cl)C(=O)/C2=C\c1ccccc1Cl	/	5%	/	-12%	/	/	-1%	-7%	/
30	Nn1cnnc1SCC(=O)Nc1ccc2c(c1)OCO2	-4	0%	0%	-2%	14%	3%	-3%	-5%	-12%
31	COc1ccc(-n2c(C)nc(N)c2C(=O)c2ccccc2)cc1	-8	-8%	-5%	6%	38%[activator]	-6%	7%	-4%	-22%
32	Cc1occc1C(=O)N1CCN(S(C)(=O)=O)CC1	3	2%	-6%	0%	8%[58.9 µM]	-6%	3%	0%	-19%
33	Cn1cnc2nc[nH]c2c1=S	-6	/	-2%	/	8%	-10%	/	/	-19%
34	COc1cc(NC(=O)CSc2ncnc3sc4c(c23)CCC(C)C4)c(C(=O)O)cc1OC (stereo unspecified)	-1	-17%	-2%	?	27%	0%	9%	-2%	?
35	Nc1cccnc1Sc1ccc(Cl)cc1	0	?	3%	-2%	5%	1%	5%	-1%	-11%
36	CCc1ccc(Nc2cnn(-c3nc4ccccc4s3)c(=O)c2Cl)cc1	-5	5%	4%	-28%	19%	-3%	6%	1%	-7%
37	O=C1c2cccc(NCCNCCO)c2C(=O)c2cccc(NCCNCCO)c21	9	/	-10%	/	45µM*	28µM*	/	/	7.1µM*
38	CCn1nc(C)c(/C=N\NC(=O)c2ccc3c(c2)OCO3)c1C	-3	-9%	-2%	34%	-3%	12%	10%	-5%	-17%
39	Cn1c(=O)[nH]c(=O)c2c1nc(N)n2Cc1ccccc1	-12	6%	-7%	41%	35%[activator]	3%	8%	-4%	-19%
40	Cc1ccc(NC(=O)CN2CCc3cc4c(cc3C2C)OCCCO4)cc1 (stereo unspecified)	-3	7%	-3%	18%	-6%	-11%	-10%	-16%	-17%
41	CCSC1=C(C#N)C(c2ccccc2Cl)CC(=O)N1 (stereo unspecified)	-1	?	-2%	2%	4%	-12%	1%	1%	-20%
42	COc1ccc(NC(=O)CSc2nnc(NC(=O)c3ccco3)s2)cc1OC	-1	-2%	0%	2%	9%	-9%	-5%	-2%	-1%
43	O=C(CCCN1C(=O)c2cccc3cccc(c23)C1=O)NCc1cccnc1	1	-5%	-5%	67%	160%[activator]	-3%	?	3%	-14%
44	CCc1nonc1NC(=O)c1oc2ccccc2c1C	-5&-2	2%&-4%	5%	-4%&-25%	17%&-2%	-2%&-14%	69%[activator]	1%&1%	-20%
45	COC1OC2COC(c3ccccc3)OC2C(O)C1N (stereo unspecified)	-9	/	0%	/	32%[activator]	4%	/	/	-10%
46	CC(C)CC1c2[nH]c3ccccc3c2CCN1C(=O)CCC(=O)N(C)C (stereo unspecified)	-1	-11%	-1%	0%	55%[activator]	-14%	-5%	-4%	-5%
47	COc1ccc(S(=O)(=O)N/N=C(/C)c2ccc(Cl)cc2)cc1	-6	-11%	0%	-9%	14%	-13%	-5%	-4%	-11%
48	Cc1ccccc1-c1nc(CS(=O)(=O)CC(=O)NCC(C)c2ccccc2)c(C)o1 (stereo unspecified)	5	-8%	-2%	-3%	-3%	-25%	/	-7%	-10%
49	O=C(Cc1ccc(Br)cc1)N1CCCC1	-7	-16%	1%	-33%	120%[activator]	-8%	37%	-3%	-18%
50	Cc1ccc(C(=O)N(Nc2nc3ccccc3s2)C(=O)c2ccc(C)cc2)cc1	-5	-8%	-4%	10%	159%[activator]	-6%	3%	2%	0%
51	CC(C)(C)c1ccc(C(=O)NCCCNC(=O)c2ccco2)cc1	-3	-8%	-3%	-7%	81%[activator]	-17%	14%	-1%	0%
52	COc1cccc(NC(=O)Nc2cc(Cl)ccc2C)c1	-2	-4%	-3%	7%	49%[activator]	-13%	-6%	-2%	3%
53	CCc1ccc(NC(=O)c2cc(-c3ccc4c(c3)OCO4)on2)cc1	-14	-1%	4%	0%	-15%	4%	43%	0%	10%
54	Cc1ccc(NCCN(C)C)c2c(=O)c3cc(O)ccc3sc12	-16	/	?	/	89µM*	?	/	/	?
55	COc1ccccc1NC(=S)NC1CCCCCC1	-7	1%	-2%	15%[57.1 µM]	198%[activator]	-10%	15%	3%	-20%

These rows are one share of the data. The share of hits here may be higher or lower than overall.
